Compound activity from PubChem BioAssay.
PI4K2A block – qHTS for small molecular inhibitors of PI4K2A; Phosphatidylinositol 4-kinase type 2-alpha (Homo sapiens), Q9BTU6; purified PI4K2A, ADP-Glo luminescence, 1 h; hits give low values; activity change, negative = inhibition, % at 76.9 µM; hit rate 0.13% among 420,000; in the data active means activity change below about -50%; inconclusive means mostly about -30% to -49%;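 further: -100% = wells without enzyme as full effect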
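In this quantitative HTS, ADP production by PI4K2A was quantified luminescently after 1 h at ambient temperature; 100 microM adenosine served as plate-quality control.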
TRHR ag – qHTS for Small Molecule Agonists and Allosteric Enhancers of Human TRH Receptor: Primary Screen for Agonists. TRHR cells, calcium flux fluo-8, FDSS agonist mode. Thyrotropin-releasing hormone receptor (Homo sapiens), P34981. AID 493084, 2011. hit rate 0.18% among 360,000. activation, % at 2 µM; in the data active means activation above about 30%; further: 0% is about no effect
Target sequence (P34981 whole entry, looked up): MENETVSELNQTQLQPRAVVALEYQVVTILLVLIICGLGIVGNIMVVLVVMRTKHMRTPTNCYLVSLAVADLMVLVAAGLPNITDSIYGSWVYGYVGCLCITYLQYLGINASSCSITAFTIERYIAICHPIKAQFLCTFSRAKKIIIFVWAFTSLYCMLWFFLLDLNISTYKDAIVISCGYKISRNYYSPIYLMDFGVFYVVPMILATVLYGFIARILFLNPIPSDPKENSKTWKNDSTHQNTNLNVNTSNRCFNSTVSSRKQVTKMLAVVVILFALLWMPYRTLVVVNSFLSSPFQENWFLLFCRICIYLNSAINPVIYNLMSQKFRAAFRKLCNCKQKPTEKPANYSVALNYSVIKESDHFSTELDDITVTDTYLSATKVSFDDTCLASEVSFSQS
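TRHR-expressing cells, plated overnight in medium with 10% serum, were loaded with fluo-8 calcium dye at room temperature. After a 10 s baseline, library compound was pin-added and calcium release was recorded kinetically (ex 480/em 530) as agonist response.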
TrxR1 inh – qHTS Assay for Inhibitors of Mammalian Selenoprotein Thioredoxin Reductase 1 (TrxR1): qHTS. hit rate 1% among 390,000. recombinant rTrxR1, NADPH fluorescence consumption, selenite substrate. Thioredoxin reductase 1, cytoplasmic (Rattus norvegicus), O89049. Potency, µM (series often up to 114 µM), for inactives: at the highest dose activity change, negative = inhibition, usual class: inhibitors; further: potency means the concentration at half of the fitted maximal effect; on the % scale 0 is the no-effect control and ±100 the full control effect; nearly all actives have a fitted effect of over 65% in size
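Rat TrxR1 (90 nM in the dispensed reagent) was pre-reduced with 400 uM NADPH for 5 min at room temperature, then incubated with compound for 15 min. After 400 uM selenite was added, NADPH fluorescence (Ex 340/Em 450 nm) was followed for 8 min.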
IDH1 R132H inh – qHTS for Inhibitors of mutant isocitrate dehydrogenase 1 (IDH1): qHTS. AID 602179, 2012. Isocitrate dehydrogenase [NADP] cytoplasmic (Homo sapiens), O75874. IDH1-R132H enzyme, NADPH consumption, diaphorase/resazurin fluorescence. Potency, µM (titrated, usually from 76.6 µM), inactives show top-dose activity change, negative = inhibition, hits mostly inhibitors. hit rate 0.093% among 390,000; further: potency means the concentration at half of the fitted maximal effect; on the % scale 0 is the no-effect control and ±100 the full control effect; nearly all actives have a fitted effect of over 65% in size
Target sequence (O75874 whole entry R132H, stated change not applied): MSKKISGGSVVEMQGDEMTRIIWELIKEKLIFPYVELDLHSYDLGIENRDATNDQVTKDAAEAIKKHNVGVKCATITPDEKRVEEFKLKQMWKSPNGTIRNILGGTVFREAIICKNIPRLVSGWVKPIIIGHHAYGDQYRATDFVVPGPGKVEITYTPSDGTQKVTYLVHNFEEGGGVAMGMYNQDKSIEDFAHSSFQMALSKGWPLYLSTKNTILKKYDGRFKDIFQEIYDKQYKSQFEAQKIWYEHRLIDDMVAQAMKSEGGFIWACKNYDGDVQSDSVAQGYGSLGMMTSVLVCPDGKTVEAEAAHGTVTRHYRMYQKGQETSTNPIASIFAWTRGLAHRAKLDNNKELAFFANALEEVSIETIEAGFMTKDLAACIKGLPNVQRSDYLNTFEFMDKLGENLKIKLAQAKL
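IDH1-R132H (0.5 ug/mL) preincubated 30 min with compound, then NADPH (0.016 mM) and alpha-KG (2 mM) added; 80 min at RT, pH 7.5. Remaining NADPH coupled via diaphorase/resazurin to fluorescence (540/590 nm); concentration-response curves normalized to no-enzyme control.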
D2 antagonist – HTS Assay for Allosteric Antagonists of the Human D2 Dopamine Receptor: Primary Screen for Antagonists; D(2) dopamine receptor (Homo sapiens), P14416; HEK293 TREx D2 cells, calcium flux, dopamine EC80; inhibition, % at 10 µM; hit rate 2% among 340,000; in the data active means inhibition above about 30%; further: 0% is about no effect
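Cells plated overnight at 30 C with tetracycline; no-wash calcium dye, 30–90 min RT; 10 s baseline; compound pinned; 180 s read; EC80 dopamine added; another 180 s read.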
TrxR1 substrate – qHTS Assay for Substrates of Mammalian Selenoprotein Thioredoxin Reductase 1 (TrxR1): qHTS. Thioredoxin reductase 1, cytoplasmic (Rattus norvegicus), O89049. purified TrxR1 substrate turnover, NADPH consumption readout. Potency, µM (titrated, usually from 114 µM), for inactives: at the top dose activity change, negative = substrate turnover. hit rate 0.01% among 390,000; further: potency means the concentration at half of the fitted maximal effect; on the % scale 0 is the no-effect control and ±100 the full control effect; nearly all actives have a fitted effect of over 50% in size
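Rat TrxR1, dispensed at 90 nM, was prereduced with 400 uM NADPH (final) for 5 min at ~22 deg C, then incubated with compound 15 min before 400 uM selenite. A first-read NADPH fluorescence drop versus no-compound background flagged substrates.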
USP1-UAF1 inh – Inhibitors of USP1/UAF1: Primary Screen; Ubiquitin carboxyl-terminal hydrolase 1 (Homo sapiens), O94782; recombinant USP1/UAF1, Ub-Rhodamine cleavage fluorescence; Potency, µM (series often up to 57.1 µM), for the others: top-dose activity change, negative = inhibition, most hits filed as inhibitors; hit rate 0.23% among 390,000; further: potency means the concentration at half of the fitted maximal effect; on the % scale 0 is the no-effect control and ±100 the full control effect; nearly all actives have a fitted effect of over 60% in size; inactives centre near -12
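Step one: compound is pinned into 1nM USP1/UAF1 in HEPES pH 7.8 buffer with TCEP. Step two: 15 min room-temperature incubation. Step three: Ub-Rho (150nM final) starts cleavage, tracked by fluorescence over six one-minute reads.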
D2 ag – HTS Assay for Allosteric Agonists of the Human D2 Dopamine Receptor: Primary Screen for Agonists; D(2) dopamine receptor (Homo sapiens), P14416; HEK293 T-REx D2 cells, calcium flux agonist mode; activation, % at 2 µM; hit rate 0.53% among 340,000; AID 485358, 2010;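 active means activation over 3 SD above normal in the single-dose calcium agonist read, cut at about 30% in these data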; further: 0% is about no effect
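Calcium-flux readout, 1 cycle/sec over 180 s following compound pin transfer, in inducible HEK293 Trex D2 cells (force-coupled); dopamine controls included. Positive calcium responses during this window marked compounds as potential agonists.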
TRHR PAM – qHTS for Small Molecule Agonists and Allosteric Enhancers of Human TRH Receptor: Primary Screen for Enhancers; Thyrotropin-releasing hormone receptor (Homo sapiens), P34981; TRHR cells, fluo-8 calcium fluorescence, EC20 TRH enhancement; enhancement, % at 2 µM; hit rate 0.66% among 360,000; AID 493056, 2011; in the data active means enhancement above about 30%; further: 0% is about no effect
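Enhancer read-out: after compound pinning and an initial kinetic agonist-mode read, an EC20 of TRH (10 nM final) was injected and fluo-8 calcium signal (Ex 480/Em 530) followed at 1 s/cycle for 100 cycles in TRHR-expressing cells.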
* marks the source's active call; other numbers are inactive results; ? = inconclusive; . = not tested or not shown; [ ] = remark or other dose. Unless noted, the call rests on the fitted dose curve; in most records, active means well fitted inhibition curve with a large enough effect; inconclusive means small, poorly fitted or top-dose-only effect; inactive means no such curve, though single readings can be large or run the other way. No enrichment for hits; any-hit rate near 3.9%.

1: COc1cccc(NC(=O)CCC2CCN(C(=O)c3ccc(C(C)=O)s3)CC2)c1
2: CCc1cccc(C)c1NC(=O)Cn1c(=O)cc(C)c2c(C)nn(-c3cccc(F)c3)c21
3: O=C(Cc1ncn[nH]1)NCCc1ccccc1
4: CCc1sc(Nc2cccc(C)c2)nc1-c1cc2cccc(OC)c2oc1=O
5: COc1ccc(C(CNC(=O)c2cc(S(=O)(=O)NCc3ccccc3)ccc2C)N2CCOCC2)cc1 (stereo unspecified)
6: COC(=O)C(Oc1ccc2c(-c3ccc(OC)cc3)cc(=O)oc2c1)c1ccccc1 (stereo unspecified)
7: COc1ccc(S(=O)(=O)N2CCCCC2)cc1NCC(=O)Nc1ccc(C)cc1
8: CCc1ccccc1NC(=O)C1CCN(C2=NS(=O)(=O)C(c3ccc(C)c(C)c3)=C2C)CC1
9: CC(C)C1C(C#N)=C(N)Oc2n[nH]c(-c3ccc4ccccc4c3)c21 (stereo unspecified)
10: O=C(Cn1c(CO)nc2ccccc21)NC1CCCCCC1
screen / no.,1,2,3,4,5,6,7,8,9,10
PI4K2A block,-1,-2,-2,1,-4,-3,0,0,0,.
TRHR ag,0.3,0.4,-0.6,0.4,0.0,0.9,0.2,0.5,-0.3,0.7
TrxR1 inh,11%,18%[57.1 µM],4%,15%[57.1 µM],-14%[57.1 µM],1%,19%,16%[57.1 µM],12%[2.29 µM],.
IDH1 R132H inh,5%,1%,-1%,1%,-5%,0%,-2%,.,-2%,.
D2 antagonist,-9,.,-4,.,.,-8,-5,.,1,26
TrxR1 substrate,-1%,2%[57.1 µM],-6%,5%[57.1 µM],-8%[57.1 µM],-5%,-3%,3%[57.1 µM],6%[2.29 µM],.
USP1-UAF1 inh,-4%,-1%,-5%,-18%,-2%,-21%,-14%,-20%,-18%,.
D2 ag,0.2,1.3,0.0,.,.,0.6,-0.1,.,-0.4,1.3
TRHR PAM,8,-8,3,-9,-6,-1,-3,0,1,-4

11: Cc1cc(NS(=O)(=O)c2ccc(NC(=O)/C=C/c3cccc(Cl)c3)cc2)no1
12: Cc1c(Br)c([N+](=O)[O-])nn1C(C)C(=O)Nc1nccs1 (stereo unspecified)
13: CCc1ccc(CNC(=O)C2CCN(S(=O)(=O)N3CCC(C)CC3)CC2)cc1
14: Cc1c(C2(c3c(C)n(C)n(-c4ccccc4)c3=O)C(=O)Nc3ccc(F)cc32)c(=O)n(-c2ccccc2)n1C
15: Cc1csc(NC(=O)Cc2ccccc2Cl)n1
16: COC(=O)[C@@H](N)CS
17: CCCn1nnc(NCc2ccc(OCc3cccs3)c(OC)c2)n1
18: CCCCC(=O)N(c1ccc2oc(C)c(C(C)=O)c2c1)S(=O)(=O)c1ccc(F)cc1C
19: CCCc1ccc2oc(C(=O)NCCN3CCCC(O)C3)c(C)c2c1 (stereo unspecified)
20: CCc1cc2c(SCC(=O)N3CC(=O)Nc4ccccc43)ncnc2s1
screen / no.,11,12,13,14,15,16,17,18,19,20
PI4K2A block,-5,2,-6,5,1,-4,5,0,4,-4
TRHR ag,0.5,0.1,-0.2,-1.1,0.1,0.3,0.2,0.4,0.3,0.0
TrxR1 inh,6%,-5%,16%,13%[57.1 µM],11%,104%[activator],8%,16%,?,8%
IDH1 R132H inh,1%,2%,1%,5%,12%,-12%,0%,15%,0%,-9%
D2 antagonist,9,1,-30,-9,-4,-21,-26,.,3,8
TrxR1 substrate,-2%,5%,-3%,12%[57.1 µM],2%,-1%,3%,-6%,7%,-3%
USP1-UAF1 inh,-11%,3%,-11%,-13%,-7%,-28%,-14%,-17%,-21%,-19%
D2 ag,0.8,1.2,-0.4,-0.6,-0.3,1.2,-0.2,-0.2,-1.3,0.9
TRHR PAM,5,-3,-1,3,15,1,-7,-13,17,-1

Laid out differently: entries from further up
Order of results: PI4K2A block | TRHR ag | TrxR1 inh | IDH1 R132H inh | D2 antagonist | TrxR1 substrate | USP1-UAF1 inh | D2 ag | TRHR PAM
[16] COC(=O)[C@@H](N)CS
    -4 | 0.3 | 104%[activator] | -12% | -21 | -1% | -28% | 1.2 | 1
[17] CCCn1nnc(NCc2ccc(OCc3cccs3)c(OC)c2)n1
    5 | 0.2 | 8% | 0% | -26 | 3% | -14% | -0.2 | -7
[18] CCCCC(=O)N(c1ccc2oc(C)c(C(C)=O)c2c1)S(=O)(=O)c1ccc(F)cc1C
    0 | 0.4 | 16% | 15% | . | -6% | -17% | -0.2 | -13

Additional entries
21: COc1ccc(C2c3ccc4ccccc4c3Oc3ncn(CCCO)c(=N)c32)cc1 (stereo unspecified)
22: COCCCn1c(SCC(=O)c2ccccc2)nc2ccccc2c1=O
23: c1cn(C23CC4CC(CC(C4)C2)C3)cn1
24: Cc1cc(C)c(S(=O)(=O)c2ccc(Cl)cc2)c(Cl)n1
25: CC(C)C(C)NC(=O)COc1nc2ccccc2nc1N(C)C1CCCCC1 (stereo unspecified)
26: O=C(c1ccco1)N1CCC(c2nc3c(nnn3Cc3c(Cl)cccc3Cl)c(=O)[nH]2)CC1
27: Cc1ccc(Nc2sc(C(=O)c3ccccc3)c(N)c2C(=O)Nc2ccc(Cl)cc2)cc1
28: Cc1ccc(S(=O)(=O)NCc2ccccc2)cc1C(=O)NC1CCCCC1
29: COC(=O)Cn1c(SCc2ccccc2)nc2ccccc21
30: O=C1CN(c2cc(Cl)cc(Cl)c2)C(=O)CN1/N=C/c1cccnc1
screen / no.,21,22,23,24,25,26,27,28,29,30
PI4K2A block,1,-2,-5,1,-9,1,-1,-5,-8,-2
TRHR ag,-0.1,0.0,1.0,-0.3,-0.2,-2.2,0.0,-0.2,-1.0,-1.2
TrxR1 inh,16%[11.4 µM],20%[57.1 µM],-11%,11%[57.1 µM],-26%,5%,11%[57.1 µM],-8%,0%[57.1 µM],10%[57.1 µM]
IDH1 R132H inh,-2%,-1%,6%,10%,-4%,-10%,2%,8%,1%,6%
D2 antagonist,4,0,2,4,-10,12,.,-2,-1,-3
TrxR1 substrate,8%[11.4 µM],6%[57.1 µM],-4%,-6%,64%[activator],3%,1%[57.1 µM],-5%,2%[57.1 µM],6%[57.1 µM]
USP1-UAF1 inh,-20%,-10%,-15%,-15%,?,-19%,-19%,-14%,-1%,-19%
D2 ag,0.6,-0.2,0.5,-0.3,-0.8,-0.6,-0.2,-1.1,-0.6,1.4
TRHR PAM,-5,2,-1,2,-13,8,3,4,2,0

31: CCOC(=O)c1cc(NC(=O)c2ccccc2)c(=O)n2c1oc1ccc(Cl)cc12
32: Cc1ccc(-n2ncc(C(=O)N3CCc4ccccc4C3)c2C2CCN(C(=O)OC(C)(C)C)CC2)cc1C
33: COc1ccc(C(=O)N2CCC(C(=O)O)CC2)c2ccccc12
34: CCOC(=O)c1cc(S(=O)(=O)NCc2ccc(C)cc2)[nH]n1
35: O=C(OCn1ncc(Cl)c(Cl)c1=O)c1ccc(C(F)(F)F)cc1
36: Cc1ccc(C2(CC(=O)O)CCOC(C)(C)C2)cc1 (stereo unspecified)
37: Cc1cc(C2=CC(=O)C[C@H](c3ccc4c(c3)OCO4)C2)ccc1F
38: COC(=O)CSc1ccc(S(=O)(=O)N2CCC(C)CC2)cc1[N+](=O)[O-]
39: CCOC(=O)C(CCOc1cccc(CC)c1)C(=O)OCC
40: CS(=O)(=O)N(CC(=O)NCc1ccncc1)c1ccc(Cl)c(Cl)c1
41: C=C(C)CSCc1nc2ccccc2[nH]1
42: COc1ccc(C)cc1N(CC(N)=O)S(=O)(=O)c1ccc(C)cc1
43: CN(/N=C/c1ccncc1)C1=NCCN1
screen / no.,31,32,33,34,35,36,37,38,39,40,41,42,43
PI4K2A block,-4,-4,-3,-3,23,-3,1,-5,4,2,-6,2,3
TRHR ag,-1.1,0.5,0.3,23,0.1,0.3,0.1,0.3,-0.5,0.3,-0.1,-1.0,-0.5
TrxR1 inh,-3%,6%,5%,16%[57.1 µM],18µM*,-8%,2%,9%,1%,10%[57.1 µM],-1%[57.1 µM],24%,15%[57.1 µM]
IDH1 R132H inh,0%,-9%,6%,7%,-6%,3%,-10%,0%,5%,14%,1%,8%,5%
D2 antagonist,.,.,9,.,29,14,-1,4,-10,-11,-1,.,-4
TrxR1 substrate,32%,-3%,3%[0.457 µM],3%[57.1 µM],-7%,-8%,-10%,-4%,-2%,5%[57.1 µM],5%[57.1 µM],6%,-20%[57.1 µM]
USP1-UAF1 inh,-15%,-22%,-7%,-14%,?,-9%,-25%,-15%,-19%,-12%,-1%,-2%,-20%
D2 ag,-1.8,-0.7,-0.4,0.1,0.5,-0.4,-0.8,0.6,-0.9,0.1,-0.1,.,0.5
TRHR PAM,-2,-14,1,1,-13,-6,0,-7,-9,0,3,-6,4
